HEK293 cAMP ctrl: raises cAMP in parental HEK293 cells, TSHR agonist counter-screen; Potency, µM (doses to about 57.1 µM), inactives show at the highest dose activation, hits mostly activators; parental HEK293 CNG cAMP sensor, membrane potential fluorescence; AID 938; actives 2.5% (n = 73,000); further: potency means the concentration at half of the fitted maximal effect; % of control where 0% means no effect; nearly all actives have a fitted effect of over 55% in size
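Parental HEK 293 cells stably expressing a cAMP-gated CNG channel were loaded with membrane potential dye containing 100 uM RO 20-1724 for 60 min. Compound added for 30 min; depolarization read as fluorescence intensity at 590 nm.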
GFP derepression: epigenetic GFP locus derepression in mouse cells; Potency, µM (highest dose often 46.1 µM), for the others: at the top dose GFP derepression (activation); AID 597; actives 0.09% (n = 68,000); mouse C127i GFP locus derepression, cytometry, 30 h; further: % of control where 0% means no effect
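Read-out is the number of GFP-positive cells, scored as fluorescent objects 20 to 120 um wide, reflecting derepression of a silenced CMV-GFP reporter in murine C127i cells after 30 h compound exposure at 37 C.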
USP2a inh: blocks human ubiquitin-specific protease USP2a. O75604. USP2a enzymatic assay, qHTS inhibition. Potency, µM (doses to about 38.3 µM), for the others: at the highest dose activity change, negative = inhibition, actives largely listed as inhibitors. actives 0.1% (n = 60,000);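 further: potency means the concentration at half of the fitted maximal effect; nearly all actives have a fitted effect of over 60% in size; plate controls were DMSO for no effect and NEM full inhibition control for full effect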
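Coupled readout: USP2-cleaved Ub-PLA2 (20nM final) turns over NBD C6-HPC (20uM final), Ex 460nm/Em 535nm after 2.5 h, time-zero read flagging artifacts. Enzyme (20nM final, pH 8.0 Tris) given 30 min RT with compound first; NEM defines full inhibition.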
4MU fluor: compound fluoresces in the 4-MU spectral region; actives 11% (n = 59,000); max dye-equivalent concentration, M; compound autofluorescence, 340/450 nm, 4-MU equivalents; stronger effect = higher value; AID 589; in the data active means max dye-equivalent concentration above about 10 nM; inconclusive means mostly about 1.1 nM to 9.6 nM
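Compounds in 100 mM Tris, pH 8.0, sat 15 min at room temperature before fluorescence was read at 340 nm excitation/450 nm emission; a per-plate six-point 4-MU standard curve converted signals to dye-equivalent concentration at each compound concentration.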
A350 autofl: compounds fluorescent in Alexa 350 spectral region; Compound autofluorescence, 340/450 nm, Alexa 350 dye-equivalents; stronger effect = higher value; max dye-equivalent concentration, M; actives 11% (n = 59,000); in the data active means max dye-equivalent concentration above about 10 nM; inconclusive means mostly about 1.1 nM to 9.6 nM
Fluorescein fluor: fluorescein region autofluorescence; actives 0.91% (n = 59,000); AID 593; max fluorescein-equivalent concentration, M; Compound autofluorescence, 480/540 nm, fluorescein-equivalent; stronger effect = higher value; in the data active means max fluorescein-equivalent concentration above about 10 nM; inconclusive means between about 1.1 nM and that limit
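Library compounds, added at multiple concentrations to pH 8.0 Tris buffer (100 mM), incubate 15 min at room temperature before CCD imaging at 480 nm excitation and 540 nm emission.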
Caspase-7 inhib: caspase-7 (human) inhibition, allosteric or competitive. AID 889. actives 0.02% (n = 75,000). recombinant caspase-7, Ac-DEVD-AFC fluorescence rate. Potency, µM (highest dose often 57.5 µM), for the others: at the highest dose activity change, negative = inhibition, actives largely listed as inhibitors; active means well fitted inhibition curve with a large enough effect in the main read-out, with a control signal flat, not every such curve was filed as active; inconclusive means small, poorly fitted or top-dose-only effect, or a change in a side signal; further: potency means the concentration at half of the fitted maximal effect; % of control where 0% means no effect
BRCT PPI red: inhibitors of human BRCA1 BRCT-phosphoprotein interaction (red fluorophore) | P38398 | BRCT-phosphopeptide binding, red fluorescence polarization | Potency, µM (titrated, usually from 76.9 µM), inactives show at the top dose activity change, negative = inhibition, hits mostly inhibitors | actives 0.03% (n = 75,000) | AID 892; further: on the % scale 0 is the no-effect control and ±100 the full control effect
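Fluorescence polarization: 100 nM His-tagged BRCA1 BRCT with 100 nM TAMRA-labelled phospho-BACH1 decapeptide, phosphate buffer pH 7.3 with 150 mM NaCl, DTT, 0.01% Tween 20; 12 min RT. Binding inhibition seen as FP decrease.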
UbGFP stabilizer: inhibits proteasome, raising ubiquitin-GFP reporter fluorescence; Ubiquitin-GFP reporter cells, proteasome inhibition, GFP fluorescence; response scale: untreated = 0%, 10 µM MG-132 = 100%; Potency, µM (titrated, usually from 45.9 µM), without a hit: at the highest dose activation (GFP accumulation), actives largely listed as activators; 67,000 tested, under 10 active; AID 526; active means well fitted activation curve with a large enough effect, not every such curve was filed as active; inconclusive means small, poorly fitted or top-dose-only effect, or another doubt; inactive means no such curve, though single readings can be large or run the other way; further: potency means the concentration at half of the fitted maximal effect
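Proteasome block read as GFP accumulation: ubiquitin(G76V)-GFP U2OS cells exposed to compound (2.9 nM–46 uM) for 4 hr at 37 C. Normalization used untreated cells as 0% and 10 uM MG-132 as 100%; concentration-response curves fitted.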
Caspase-1 inhib: blocks human caspase-1 allosterically or competitively; P29466; Caspase-1 enzyme, Ac-WEHD-AFC fluorogenic rate; Potency, µM (highest dose often 57.5 µM), without a hit: at the highest dose activity change, negative = inhibition, actives largely listed as inhibitors; actives 0.03% (n = 75,000);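 further: potency means the concentration at half of the fitted maximal effect; plate controls were vehicle for no effect and no substrate for full effect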
BRCT PPI green: BRCA1 BRCT-phosphoprotein interaction inhibition; P38398; BRCA1 BRCT-phosphopeptide binding, green fluorescence polarization; Potency, µM (series often up to 76.9 µM), without a hit: at the highest dose activity change, negative = inhibition, most hits filed as inhibitors; actives 0.05% (n = 75,000); AID 875;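 further: potency means the concentration at half of the fitted maximal effect; plate controls were peptide without protein for full effect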
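Compounds were incubated for 12 min at room temperature with a complex of 100 nM fluorescein-tagged pBACH1 decapeptide and 250 nM His-tagged BRCT protein. Buffer was phosphate pH 7.3 with EDTA, DTT and Tween 20. Disruption of binding lowers the polarization signal.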
* = called active by the depositor; i = inactive; ? = inconclusive; nt = not tested or not shown; [ ] = dose if it differs, or a comment. Unless noted, the call rests on the fitted dose curve; in most records, active means well fitted curve in the direction sought with a large enough effect; inconclusive means small, poorly fitted or top-dose-only effect, or another doubt; inactive means no such curve, though single readings can be large; an effect the other way counts as inactive or inconclusive. This is a subset, so the mix of outcomes need not match the whole.

SMILES,GFP derepression,BRCT PPI green,UbGFP stabilizer,HEK293 cAMP ctrl,A350 autofl,Fluorescein fluor,Caspase-1 inhib,Caspase-7 inhib,4MU fluor,BRCT PPI red,USP2a inh
COc1ccc(CN(C2CCCC2)S(=O)(=O)c2ccc(-n3cnnn3)c(OC)c2)cc1OC,-1%,-2.2%,-3%,19%,i,i,-3%,-3%,i,-2.0%,30%[activator]
COc1cccc(Cn2c(=O)c(C)nc3cnc(Oc4ccccc4)nc32)c1,0%[9.22 µM],8.6%,7%,13µM*,i,i,-10%,-6%,i,0.1%,71%[activator]
CN(C)c1ccc(N/C=C/C(=O)c2ccc(F)cc2)cc1,?,34%[activator],-8%,-6%,i,2.4e-08M*,-6%,-4%,i,-1.3%,0%
CCOc1ccccc1C(=O)NCCC(=O)O,5%,-2.1%,7%,?,i,?,0%,-1%,i,0.0%,-5%
O=C(NCC(=O)N(c1ccc2c(c1)OCO2)C(C(=O)NC1CCCC1)c1cccs1)c1ccco1 (stereo not drawn),2%,-3.8%,-11%,27%,i,i,2%,0%,i,1.0%,4%
CN(C)c1nc(SCC#N)nc(N(C)C)n1,-1%,-1.8%,4%,9%,i,i,-5%,-2%,i,-0.4%,-11%
CCOc1ccc(N(CC(=O)N2CC=C(c3ccccc3)CC2)S(=O)(=O)c2c(C)noc2C)cc1,nt,-1.1%,3%,?,nt,nt,-5%,-5%,nt,-0.4%,nt
CCc1c(C)n([O-])c2c([n+]1=O)CCCCC2,-2%,-0.8%,16%,5%,nt,nt,-8%,-2%,nt,-2.9%,-6%
FC(F)(F)c1ccccc1-c1ccc2ncnc(NCc3cccnc3)c2c1,2%[9.22 µM],-2.4%,3%,?,7.6e-08M*,i,-3%,-3%,6.3e-08M*,0.0%,152%[activator]
CCCOC(=O)c1ccc(OCC(O)Cn2c(C)nc3ccccc32)cc1 (stereo not drawn),-2%,-1.4%,-3%,?,nt,nt,-1%,-1%,nt,0.5%,nt
Cc1ccc(CC2CC(=O)N(Cc3ccco3)C2=O)cc1 (stereo not drawn),-2%,1.5%,10%,-4%,nt,nt,-2%,-4%,nt,0.0%,46%[activator]
CCCS(=O)(=O)N1CCCC(C(=O)NCCCN2CCN(c3ccccc3F)CC2)C1 (stereo not drawn),2%,-1.4%,-3%,6%,i,i,1%,5%,i,1.6%,5%
CN(C)CCCOC(=O)c1ccc(Cl)cc1,0%,1.9%,-9%,2%,nt,nt,-2%,-1%,nt,-1.5%,nt
Cc1cccc(N2CCN(C(=O)CCCOc3ccccc3)CC2)c1C,2%,-0.1%,2%,?,i,i,-2%,-2%,i,0.8%,5%
Cc1sc2ncnc(SCC(=O)NC(=O)NCc3ccco3)c2c1C,-2%,2.1%,1%,9%,i,i,-3%,-26%,i,-0.3%,23%
C[C@@](Cc1ccc(O)c(O)c1)(NN)C(=O)O,-1%,-7.8%,3%,6%,nt,nt,-3%,2%,nt,-3.5%,-1%
O=C(O)c1ccccc1[N+](=O)[O-],nt,-1.1%,nt,14%,nt,nt,-3%,1%,nt,2.0%,nt
Cc1ccc(NC(=O)NC2CCCCC2)cc1Cl,-3%,-1.7%,-1%,27%,i,i,1%,1%,i,0.5%,-3%
CC(=O)N1CCC(O)(c2cccc(C(F)(F)F)c2)CC1,8%,-3.4%,4%,6%,i,i,0%,1%,i,0.9%,3%
COc1ccccc1-c1c(C)nn2c(N3CCC4(CC3)OCCO4)cc(C)nc12,6%,-3.8%,-6%,27%,?,?,1%,1%,?,-3.8%,1%

Record cards (already shown). Screens in order: GFP derepression, BRCT PPI green, UbGFP stabilizer, HEK293 cAMP ctrl, A350 autofl, Fluorescein fluor, Caspase-1 inhib, Caspase-7 inhib, 4MU fluor, BRCT PPI red, USP2a inh
Record of Cc1cccc(N2CCN(C(=O)CCCOc3ccccc3)CC2)c1C = 2%, -0.1%, 2%, ?, i, i, -2%, -2%, i, 0.8%, 5%
Record of Cc1sc2ncnc(SCC(=O)NC(=O)NCc3ccco3)c2c1C = -2%, 2.1%, 1%, 9%, i, i, -3%, -26%, i, -0.3%, 23%

(continued)
SMILES,GFP derepression,BRCT PPI green,UbGFP stabilizer,HEK293 cAMP ctrl,A350 autofl,Fluorescein fluor,Caspase-1 inhib,Caspase-7 inhib,4MU fluor,BRCT PPI red,USP2a inh
COC(=O)[C@@]1(Cc2ccc(OC)cc2)[C@H]2c3cc(C(=O)N4CCCC4)n(CCc4c[nH]c5ccccc45)c3C[C@H]2CN1C(=O)c1ccccc1,nt,1.5%,nt,?,nt,nt,-5%,-3%,nt,0.8%,nt
Cc1ccc2[nH]c(=O)c(CN(CC3CCCO3)C(=O)c3ccncc3)cc2c1 (stereo not drawn),0%,2.0%,7%,-4%,?,i,0%,0%,?,0.6%,9%
CCCC1(CCC)NC(=O)NC1=O,0%,-2.8%,2%,2%,i,?,0%,-3%[0.00368 µM],i,-1.6%,-13%
O=C(c1cc(C(F)(F)F)cc(C(F)(F)F)c1)N1CCC2(CC1)CCN(c1ccccn1)CC2,2%[9.22 µM],-2.3%,-10%,16µM*,i,i,-5%,-5%,i,-1.3%,28%
FC(F)(F)c1ccccc1-c1cncnc1NCc1cccs1,-3%[9.22 µM],-2.2%,2%,?,i,?,-10%,-15%,i,0.7%,2%
O=C(OCCN1C(=O)c2ccccc2C1=O)C1CCN(S(=O)(=O)c2cccs2)CC1,1%,-2.4%,1%,14%,i,?,-3%,-4%,i,-1.0%,1%
O=S(=O)(CCc1nc2ccccc2o1)c1ccc(Cl)c(Cl)c1,2%,-0.5%,-8%,29%,nt,nt,1%,-1%,nt,0.8%,-1%
COc1nonc1NC(=O)CSc1nc2ccccc2[nH]1,0%,1.6%,-4%,7%,i,?,3%,-4%,i,0.4%,5%
CN(Cc1ccccc1)Cc1nc2c(c(=O)n(C)c(=O)n2C)n1CCCc1ccccc1,2%,-0.8%,-2%,?,i,?,-2%,-1%,i,-1.2%,10%
COc1cccc2c1C(=O)c1c(O)c3c(c(O)c1C2=O)C[C@](O)(C(=O)CO)C[C@H]3O[C@@H]1C[C@H](N)[C@H](O)[C@H](C)O1,2%[20.6 µM],12%[34.4 µM],9%[20.5 µM],0%[25.6 µM],i,3e-07M*,0%[25.7 µM],-1%[25.7 µM],i,?,22%[17.1 µM]
O=C(CCCN1C(=O)c2ccccc2C1=O)Nc1ccc(S(=O)(=O)N2CCOCC2)cc1,3%,3.5%,8%,-2%,i,i,-2%,0%,i,0.6%,6%
COC(=O)[C@H](C)NC(=O)Nc1cc(OC)ccc1OC,0%,-1.2%,5%,-16%,i,?,-2%,-1%,i,0.7%,5%
Fc1cccc(CSc2ncnc3c2ncn3[C@H]2CCCS2)c1,0%[9.22 µM],0.0%[15.4 µM],0%[9.17 µM],-2%[11.4 µM],i,?,0%[11.5 µM],-1%[11.5 µM],i,0.3%[15.4 µM],nt
C=CCn1c(NCc2cc(C)ccc2O)nc2ccccc21,0%,-9.2%,17%,4%,nt,nt,-3%,-3%,nt,-0.3%,nt
CC1(C)Cc2ccccc2C(N)=C1C#N,5%,-0.8%,1%[9.17 µM],-1%[11.4 µM],nt,nt,-2%,0%,nt,1.1%,0%[7.66 µM]
Cc1nn(CC(=O)NCC2CCCO2)c(=O)c2ccccc12 (stereo not drawn),0%,-1.9%,-1%,4%,i,?,0%,-1%,i,1.2%,-1%
CCOC(=O)Cc1cc(=O)n2[nH]c(C)c(-c3ccc(OC)cc3)c2n1,-3%,-2.2%,-1%,12%,?,i,-2%,1%,i,-0.3%,-3%
CC(=O)CSc1ncnc2nc[nH]c12,-3%,-1.8%,2%,-2%,?,i,1%,-1%,i,0.8%,1%
O=S1(=O)C=C(N2CCCCC2)c2ccccc21,-4%,-0.3%,-3%,5%,i,i,-2%,-2%,i,-1.6%,1%
O=C(NC1CCCCC1)C1CCCN(S(=O)(=O)c2cccs2)C1 (stereo not drawn),-2%,-0.7%,5%,12%,i,i,0%,0%,i,0.4%,-1%
COC(=O)c1ccc(C(NC(=O)OCc2ccccc2)/C(I)=C/[C@@H](C)C(=O)Nc2ccccc2)cc1 (stereo partly drawn),nt,-0.9%,nt,14%,nt,nt,-2%,-1%,nt,-2.3%,nt
CC(=O)OC1CC2C(C)(C)C(O)CCC2(C)C2CC[C@]3(C)C(=CC(=O)OC3c3ccoc3)C12C (stereo partly drawn),nt,-2.0%[3.08 µM],nt,nt,nt,nt,1%,-10%,nt,0.2%,42%[activator]
CCn1c(SCC(=O)OC(C)C)nnc1-c1cccc(Cl)c1,4%,-2.2%,-8%,26%,i,i,0%,0%,i,-0.1%,8%
Cc1cc2nnc(SCC(=O)N3C(C)CCCC3C)n2c(N)n1 (stereo not drawn),3%,-0.4%,3%,?,i,?,-1%,-1%,i,-2.9%,0%
CC1(C)N=C(C(=O)c2ccccc2)N(O)C1(C)O (stereo not drawn),-3%,-3.4%,-7%,5%,i,i,1%,0%,i,-1.4%,-3%

Screening results: PubChem BioAssay, National Center for Advancing Translational Sciences (NCATS)
